ABCB6 inh 2 = blocks the human ABCB6 transporter | K562-ABCB6 porphyrin accumulation, flow cytometry, 1 h; stronger effect = lower value | fluorescence ratio to DMSO, % at 10 µM | 360,000 compounds, 0.19% hits;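 active means fluorescence ratio to DMSO below 75%, the collection mean minus 3 SD; inconclusive means too few cells collected in the well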;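 further: signal is porphyrin accumulated inside mitochondria; 100% equals median channel fluorescence of DMSO control wells; lower ratio means ABCB6 inhibition with less porphyrin fluorescence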
Vif inh = HIV Vif inhibition | HEK293T cells, Vif self-association by quenched fluorescence, imaging, 24 h | inhibition, % at 7.49 µM | 340,000 compounds, 0.35% hits; in the data active means inhibition above about 50%, passing the limit was not always enough; inconclusive means no clear call, values can overlap the other calls; inactive means below about 31%; further: some results filed as inactive read as strong as hits
NOD2 RIPK2 PPI = blocks binding of human NOD2 to RIPK2; O43353; inhibition, % at 4.98 µM; AID 624267; CHO BLA complementation NOD2-RIPK2, CCF4 ratio; 360,000 compounds, 0.38% hits; in the data active means inhibition above about 21%;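 further: 0% = vehicle only and 100% = reference blocker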
ABHD5 PLIN5 PPI = blocks binding of human ABHD5 to perilipin-5 | inhibition, % at 4 µM | Q00G26+Q8WTS1 | Split G. princeps luciferase complementation, luminescence, 4 h | 360,000 compounds, 0.78% hits;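 active means inhibition above the mean inhibition across every tested compound plus 3 SD, cut at about 22% in these data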;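 further: 0% = DMSO only wells and the 100% control is not disclosed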
aDG glyco up = increases alpha dystroglycan glycosylation. Pro5-aDG cells, alpha-DG glycosylation AlphaScreen (IIH6); 0% Pro5, 100% B10-LARGE cell signal. activation, % at 10 µM. 360,000 compounds, 0.22% hits. AID 624168;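 active means activation of at least 8% versus controls, or a plate z-score of at least 8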;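 further: Pro5 are CHO cells carrying HIG-tagged alpha-DG that lacks glycosylation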
MC4R barr agon = human MC4R agonism via beta-arrestin | AID 540308 | activation, % at 8.9 µM | 360,000 compounds, 0.98% hits | U2OS MC4R beta-arrestin complementation, luminescence; percent of melanotan II response, DMSO zero;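 active means activation above a per-plate cutoff, the mean activation of sample wells on that plate plus 3 SD, cut at about 8% in these data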
TLR9-MyD88 inh = inhibitors of human TLR9-MyD88 binding. Q9NR96+Q99836. CHO BLA complementation TLR9-MyD88, CCF4 FRET ratio. inhibition, % at 4.98 µM. 340,000 compounds, 0.21% hits. AID 504734;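 active means inhibition above the mean over all tested compounds plus 3 SD, cut at about 21% in these data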;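 further: 0% = DMSO only wells and 100% = clavulanate BLA inhibitor control wells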
Target sequence (Q99836 whole entry, looked up): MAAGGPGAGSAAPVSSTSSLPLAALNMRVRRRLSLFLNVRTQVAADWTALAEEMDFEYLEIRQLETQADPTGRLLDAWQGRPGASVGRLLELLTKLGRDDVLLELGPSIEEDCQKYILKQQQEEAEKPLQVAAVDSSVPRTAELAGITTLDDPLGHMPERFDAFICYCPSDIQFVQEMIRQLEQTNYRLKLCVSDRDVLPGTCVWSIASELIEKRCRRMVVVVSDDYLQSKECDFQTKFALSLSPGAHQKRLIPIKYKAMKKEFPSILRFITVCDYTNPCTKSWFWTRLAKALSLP
Target sequence (Q9NR96 whole entry, looked up): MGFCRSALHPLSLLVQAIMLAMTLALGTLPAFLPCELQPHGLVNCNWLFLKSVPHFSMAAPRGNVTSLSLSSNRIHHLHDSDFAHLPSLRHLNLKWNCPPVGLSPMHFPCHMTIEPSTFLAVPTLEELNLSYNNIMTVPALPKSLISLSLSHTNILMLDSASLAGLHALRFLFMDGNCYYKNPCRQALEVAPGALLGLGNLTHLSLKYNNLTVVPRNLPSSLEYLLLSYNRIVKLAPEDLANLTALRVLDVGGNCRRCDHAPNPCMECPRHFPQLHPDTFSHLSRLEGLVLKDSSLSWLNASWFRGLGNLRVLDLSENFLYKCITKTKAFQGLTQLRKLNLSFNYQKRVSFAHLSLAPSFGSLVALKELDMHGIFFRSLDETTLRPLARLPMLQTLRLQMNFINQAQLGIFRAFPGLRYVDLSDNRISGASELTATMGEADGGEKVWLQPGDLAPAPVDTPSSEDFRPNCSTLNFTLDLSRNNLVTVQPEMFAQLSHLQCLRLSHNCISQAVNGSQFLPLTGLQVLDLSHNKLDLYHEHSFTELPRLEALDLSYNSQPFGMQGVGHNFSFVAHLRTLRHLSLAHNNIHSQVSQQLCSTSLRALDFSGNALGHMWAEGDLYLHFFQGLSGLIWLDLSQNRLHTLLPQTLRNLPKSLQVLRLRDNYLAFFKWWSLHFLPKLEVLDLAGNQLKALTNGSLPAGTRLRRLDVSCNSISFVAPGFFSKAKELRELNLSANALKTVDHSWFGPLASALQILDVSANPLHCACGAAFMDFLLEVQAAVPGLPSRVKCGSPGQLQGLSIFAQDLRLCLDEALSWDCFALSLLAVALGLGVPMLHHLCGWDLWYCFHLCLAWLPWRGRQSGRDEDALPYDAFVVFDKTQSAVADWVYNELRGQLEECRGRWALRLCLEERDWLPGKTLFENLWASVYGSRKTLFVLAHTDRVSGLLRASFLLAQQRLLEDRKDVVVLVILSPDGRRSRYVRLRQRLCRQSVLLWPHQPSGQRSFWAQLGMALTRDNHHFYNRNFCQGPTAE
MC4R antag cAMP = antagonists of human melanocortin 4 receptor (MC4R); AID 540295; P32245; inhibition, % at 6.5 µM; MC4R-expressing cells, MTII-stimulated cAMP, LANCE TR-FRET; 360,000 compounds, 0.48% hits;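 active means inhibition above its plate's cutoff, the mean of tested wells on that plate plus 3 SD, cut at about 29% in these data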;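 further: 0% = Melanotan II alone and 100% = Melanotan II plus saturating MCL0020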
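Material – human MC4R-expressing U2OS cells · Repeats – no replicates · Detection – TR-FRET with Eu-cAMP and labeled anti-cAMP, 671 nm · Times – compound 30 min, challenge 1 h, detection 1 h · Compound – single nominal compound dose of 6.5 µM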
Exocytosis inh = lytic granule exocytosis inhibition. inhibition, % at 10 µM. 360,000 compounds, 0.66% hits. TALL-104 LAMP-1 surface exposure, flow cytometry; cells stimulated with thapsigargin and PMA;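 active means inhibition above about 55%, limit read from the data; inconclusive means no clear call, values can overlap the other calls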
N-glyco inh = N-linked glycosylation inhibition; D54 ERlucT glycosylation luciferase reporter, 24 h; percent of 100 nM tunicamycin response; reporter increase, % at 12.5 µM; 360,000 compounds, 0.23% hits; AID 588692;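 active means mean luciferase reporter signal, scaled so untreated is 0 and the glycosylation-blocking control 100, at or above a set limit in every replicate; inconclusive means mean reaches the limit but not every replicate does; inactive means mean below the limit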;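 further: luciferase carries N-glycosylation sites so blocking glycosylation raises the light; 0% = median of neutral control wells and 100% = median of 100 nM tunicamycin wells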
An asterisk follows results filed as active; ? = inconclusive; . = not tested or not shown. Some of the compounds tested; count on the stated rates, not on these rows.

SMILES	ABCB6 inh 2	Vif inh	NOD2 RIPK2 PPI	ABHD5 PLIN5 PPI	aDG glyco up	MC4R barr agon	TLR9-MyD88 inh	MC4R antag cAMP	Exocytosis inh	N-glyco inh
COc1ccccc1N(C(=O)CNC(=O)c1ccco1)C(C(=O)NC1CCCCC1)c1ccncc1 (stereo not given)	87	-4	-5	-6	-0.1	-1.7	10	0	2	1
COc1ccc(NS(=O)(=O)c2ccc(O)c(C(=O)OCC(=O)NC3CCCCC3)c2)cc1	101	-2	-3	-4	2.2	-0.2	5	18	-5	0
O=C(c1ccc(Br)c(S(=O)(=O)N2CCOCC2)c1)N1CCN(C/C=C/c2ccccc2)CC1	95	-3	-2	2	2.3	-0.9	1	9	-2	2
Clc1ccc(CSc2nnc(/C=C/c3ccccc3)o2)c(Cl)c1	91	-8	-6	1	-0.2	3.5	-6	18	0	3
O=C(c1ccc(NC(=S)NCc2ccc(Cl)cc2)cc1)N1CCCCC1	96	?	6	5	0.7	-2.1	-5	11	-2	-3
Cc1ccc(C)c(NC(=O)Cn2nnc(C(=O)NCc3cccs3)c2N)c1	100	-5	2	-5	-0.1	5.1	5	-10	-3	1
CC(=O)Nc1nonc1-c1nc2ccccc2n1C	101	80*	2	-1	0.0	-3.2	0	-1	9	2
CCN(CC)S(=O)(=O)c1ccc(OCC2CCCCO2)c([N+](=O)[O-])c1 (stereo not given)	102	-6	-4	4	-0.2	0.9	2	2	11	1
NNC(=O)c1cccc(S(=O)(=O)Nc2cccc(C(F)(F)F)c2)c1	100	-2	-3	-4	-0.2	2.6	-4	13	0	0
O=C(O)CC1S/C(=N/N=C/c2ccc(-c3ccc(Cl)cc3[N+](=O)[O-])o2)NC1=O (stereo not given)	96	-7	4	-40	0.1	-3.0	-15	-7	-2	4
CN(C)C(CNC(=O)c1ccc(S(=O)(=O)Nc2ccccc2)cc1)c1ccco1 (stereo not given)	94	-10	3	-9	0.0	0.0	0	0	2	-1
C=C(C)Cn1c(=O)c2c(nc3n2CCCN3Cc2ccccc2)n(C)c1=O	99	-4	-5	1	0.1	-1.6	5	-1	0	2
COc1ccc(NC(=O)N(C)C[C@@H]2Oc3c(NC(=O)Nc4c(C)noc4C)cccc3C(=O)N([C@@H](C)CO)C[C@@H]2C)cc1	95	-3	-4	1	0.1	-1.2	-13	7	0	3
CCN(CC)CCn1c2ccccc2c2cnc(N=CN(C)C)c(C#N)c21	110	-14	-7	2	-0.1	-1.6	-3	16	1	?
CN(C)S(=O)(=O)c1ccc2oc(SCC(=O)c3c(N)n(C4CC4)c(=O)[nH]c3=O)nc2c1	96	-4	-6	2	-0.3	-3.3	6	5	-1	-1
CN(C)c1nc(NCc2ccccc2)nc(N/N=C/c2ccc(Br)cc2)n1	96	0	-27	4	0.0	0.8	4	-4	6	4
Cc1cc(C)nc(NC(=NCCc2c[nH]c3ccccc23)NC(=O)C(C)(C)C)n1	91	-3	4	4	0.3	0.2	-3	18	83*	-4
Cc1cccc(C(=O)OCC(=O)N(C)c2ccccc2)c1C	95	10	5	-3	0.1	-3.0	14	4	-12	1
C/C(=N\N=C(N)N)c1cccc(Cl)c1	95	6	8	5	0.2	-1.8	-3	10	-4	0
Cc1c(C(c2cccc(Br)c2)c2c(C)n(C)n(-c3ccccc3)c2=O)c(=O)n(-c2ccccc2)n1C	102	-3	0	-2	0.0	-0.1	-2	10	6	0

A run of entries from further up:
SMILES	ABCB6 inh 2	Vif inh	NOD2 RIPK2 PPI	ABHD5 PLIN5 PPI	aDG glyco up	MC4R barr agon	TLR9-MyD88 inh	MC4R antag cAMP	Exocytosis inh	N-glyco inh
O=C(c1ccc(NC(=S)NCc2ccc(Cl)cc2)cc1)N1CCCCC1	96	?	6	5	0.7	-2.1	-5	11	-2	-3
Cc1ccc(C)c(NC(=O)Cn2nnc(C(=O)NCc3cccs3)c2N)c1	100	-5	2	-5	-0.1	5.1	5	-10	-3	1
CC(=O)Nc1nonc1-c1nc2ccccc2n1C	101	80*	2	-1	0.0	-3.2	0	-1	9	2
CCN(CC)S(=O)(=O)c1ccc(OCC2CCCCO2)c([N+](=O)[O-])c1 (stereo not given)	102	-6	-4	4	-0.2	0.9	2	2	11	1
NNC(=O)c1cccc(S(=O)(=O)Nc2cccc(C(F)(F)F)c2)c1	100	-2	-3	-4	-0.2	2.6	-4	13	0	0
O=C(O)CC1S/C(=N/N=C/c2ccc(-c3ccc(Cl)cc3[N+](=O)[O-])o2)NC1=O (stereo not given)	96	-7	4	-40	0.1	-3.0	-15	-7	-2	4
CN(C)C(CNC(=O)c1ccc(S(=O)(=O)Nc2ccccc2)cc1)c1ccco1 (stereo not given)	94	-10	3	-9	0.0	0.0	0	0	2	-1
C=C(C)Cn1c(=O)c2c(nc3n2CCCN3Cc2ccccc2)n(C)c1=O	99	-4	-5	1	0.1	-1.6	5	-1	0	2
COc1ccc(NC(=O)N(C)C[C@@H]2Oc3c(NC(=O)Nc4c(C)noc4C)cccc3C(=O)N([C@@H](C)CO)C[C@@H]2C)cc1	95	-3	-4	1	0.1	-1.2	-13	7	0	3
CCN(CC)CCn1c2ccccc2c2cnc(N=CN(C)C)c(C#N)c21	110	-14	-7	2	-0.1	-1.6	-3	16	1	?
CN(C)S(=O)(=O)c1ccc2oc(SCC(=O)c3c(N)n(C4CC4)c(=O)[nH]c3=O)nc2c1	96	-4	-6	2	-0.3	-3.3	6	5	-1	-1
CN(C)c1nc(NCc2ccccc2)nc(N/N=C/c2ccc(Br)cc2)n1	96	0	-27	4	0.0	0.8	4	-4	6	4
Cc1cc(C)nc(NC(=NCCc2c[nH]c3ccccc23)NC(=O)C(C)(C)C)n1	91	-3	4	4	0.3	0.2	-3	18	83*	-4

(further entries)
SMILES	ABCB6 inh 2	Vif inh	NOD2 RIPK2 PPI	ABHD5 PLIN5 PPI	aDG glyco up	MC4R barr agon	TLR9-MyD88 inh	MC4R antag cAMP	Exocytosis inh	N-glyco inh
Cn1c(=O)oc2cc(S(=O)(=O)N3CCCC(C(=O)Nc4ccccn4)C3)ccc21 (stereo not given)	100	2	-7	2	1.4	0.5	-2	4	7	-2
C/C(=N\N(Cc1ccccc1)c1ccccc1)c1ccncc1	100	4	8	-21	0.8	-2.2	1	5	-1	-3
Cn1c(=O)[nH]c(=O)c2c1nc(SCCC(=O)O)n2Cc1cccc(Br)c1	101	9	11	5	-0.1	-0.3	1	-11	2	2
COc1cccc2cc(C(=O)Nc3ccccc3C)/c(=N/O)oc12	98	-10	2	5	0.3	-0.2	1	-4	8	-2
CC(=O)Nc1ccc(CN(C)c2c(C)nc3ccc(C(=O)Nc4ccc(Cl)c(Cl)c4)cn23)cc1	96	0	3	5	0.2	-0.8	.	12	1	6
CC1(C)Cc2c(sc(NC(=O)c3ccco3)c2C(=O)O)CO1	102	-2	-12	2	0.3	-2.7	4	9	-1	2
O=C(CC(=O)NN=C1CCCCCC1)NCc1cccnc1	97	10	-6	4	-0.5	-2.2	10	0	0	1
CC1CN(C(=O)CSc2nc(-c3ccccc3)cs2)CC(C)O1 (stereo not given)	116	-1	-4	-1	-0.2	0.2	0	9	0	1
CCN1CCN(C(=O)CN2C(=O)COc3ccc(S(=O)(=O)N4CCOCC4)cc32)CC1	99	4	-18	-6	-0.2	-3.2	-5	11	-2	1
Cc1ccc(-c2noc(CCC(=O)N3CCN(c4cc(C)ccc4C)CC3)n2)cc1	95	.	-6	-14	-0.4	-1.7	-3	5	-5	2
FC(F)(F)c1cc(N2CCOCC2)nc(-c2ccccc2)n1	103	-2	-2	-7	-0.1	0.0	4	13	-6	-1
CN(C)CC1CCC/C(=C\c2ccc(OC(=O)/C=C/c3ccccc3)cc2)C1=O (stereo not given)	138	-5	-4	1	-0.2	-1.0	-1	1	-6	5
CC(C)N(Cc1ccccc1)S(=O)(=O)c1ccc2c(c1)NC(=O)CO2	91	-2	-5	1	-0.1	-2.0	-7	21	-4	-2
O=C(Nc1cc(SCCO)cc([N+](=O)[O-])c1)c1ccco1	98	-11	-5	-3	0.1	-0.8	-3	7	2	2
O=C(CSc1n[nH]c(=O)n1-c1ccccc1)N1CCOCC1	97	-4	-1	3	-0.1	-1.2	-4	13	-14	2
Cc1ccc(C)c(NC(=O)COc2cccc3c2CCN(Cc2ccccc2C)C3=O)c1	95	-3	3	3	-0.1	2.3	3	6	4	-3
O=C(N/N=C/c1c[nH]c2ccccc12)c1cc(Cl)ccc1O	96	-3	0	5	-0.2	-0.2	0	-1	-19	2
COc1ccc(NC(=O)CCC(=O)N/N=C/c2cn(C)nc2C)cc1	94	54*	-14	3	0.0	-1.4	.	0	-3	1
COc1ccc(Oc2ccc(N/C=C3\CCCC3=O)cc2)cc1	95	-8	3	0	0.0	3.9	-2	2	0	-5
C[C@@H]1CCCCO[C@H](CN(C)C(=O)Nc2ccccc2)[C@@H](C)CN([C@H](C)CO)C(=O)c2cc(NS(=O)(=O)c3cn(C)cn3)ccc2O1	97	-4	-2	12	0.0	0.6	0	10	0	2
Cn1cccc1C(=O)NNC(=O)COc1ccc(C#N)cc1	96	-10	-3	-3	-0.1	-0.7	14	3	-5	0
CCCc1ccc(S(=O)(=O)Nc2ccc(C)c(NS(C)(=O)=O)c2)cc1	97	-2	1	-3	0.0	-1.7	.	1	6	-1
CCCCC(Sc1nc(C)c(Cc2ccccc2)c(=O)[nH]1)C(=O)O (stereo not given)	105	-2	-3	19	-0.1	-1.3	4	-1	0	1
C/C(=N\NC(=O)c1nn(C)cc1Br)c1cccc(NC(=O)C2CCCC2)c1	94	-6	-15	8	-0.1	0.8	6	7	-3	-1
CCOC(=O)C1CCN(Cc2coc3c(Cl)cc(Cl)cc3c2=O)CC1	98	-1	-4	5	0.1	-1.9	-1	7	0	0
COc1cc(NC(=O)c2ccccc2Cl)c(OC)cc1NC(=O)CN1CCCCC1	99	-1	-12	-4	0.2	-0.6	4	6	-2	2
Cc1cc([N+](=O)[O-])nn1Cc1ccc(C(=O)N/N=C/c2ccccc2)cc1	95	4	-5	1	0.4	-0.2	-2	2	-9	0
CCn1cc2nc(SCC(=O)Nc3ccccc3F)n(Cc3ccccc3)c(=O)c2n1	90	0	-3	2	-0.2	-1.1	8	5	-2	-2
O=C(c1cc(Br)c[nH]1)N1CCSCC1	98	18	5	2	-0.2	-1.1	0	9	4	0
COC(=O)c1ccc(S(=O)(=O)NCc2ccco2)n1C	105	13	-5	0	-0.1	-1.2	4	21	-2	0
Cc1ccc(CNC(=O)C(Cc2ccccc2)NS(=O)(=O)c2ccc(Br)s2)cc1 (stereo not given)	108	-9	2	-2	1.0	0.7	0	12	-2	-2
COc1cc(C2Nc3cc(Cl)c(S(N)(=O)=O)cc3S(=O)(=O)N2)cc(OC)c1OC (stereo not given)	99	0	-3	1	0.0	-1.0	-2	-3	-2	0
Cc1cccc(C)c1NC(=O)NC1(C(=O)NCCN2CCOCC2)CCCCC1	103	-5	-6	-7	-0.1	-1.4	-6	-1	2	0
